mHTT CaM bind = inhibitors of human mutant huntingtin-calmodulin interaction; P42858; AlphaScreen His-mHTT/GST-CaM binding, luminescence; inhibition, % at 15 µM; 190,000 tested, 3.6% active; AID 1671202;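 note: 0% = both proteins with DMSO and 100% = one protein alone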
Pf apPOL inh = Pf-apPOL DNA polymerase inhibition; 210,000 tested, 0.25% active; Recombinant Pf-apPOL, molecular beacon fluorescence, 1.5 h; inhibition, % at 10 µM
The depositor's hits bear a star; x = no result given; & = joins results of further samples. Cut-off read from the data, not from the text of the source: active = inhibition above about 50%; inactive = the rest.

cpd | Structure | mHTT CaM bind | Pf apPOL inh
1 | C=CCc1cccc2cc(C(=O)Oc3ccc(C(C)=O)cc3OC)c(=O)oc12 | 10 | -8
2 | O=C1C(=O)N(CCCO)C(c2ccccc2)C1=C(O)c1ccc(Br)cc1 (stereo not drawn) | 0 | 2
3 | CC(C)(C)c1cc(C(=O)Nc2cc(-c3cccs3)nn2-c2ccc(F)cc2)n(Cc2ccccc2)n1 | x | -5&-2
4 | CCOC(=O)c1cc(OCCOC)c(OCCOC)cc1NS(=O)(=O)c1cccc2nonc12 | x | 0
5 | CCN(C)C(=O)C1CN(C(=O)c2ccccc2F)CC1c1ccccc1 (stereo not drawn) | 11 | -1
6 | CC(C)CNC(=O)c1cn2cc(-c3ccc(F)cc3)ccc2n1 | -1 | 2
7 | Cc1c(Cl)cccc1N1CC(C(=O)Nc2nccs2)CC1=O (stereo not drawn) | -5 | -7
8 | O=C(Nn1cnnc1)c1ccco1 | -10 | x
9 | COc1ccc(C(=O)Nc2ccc(NC(=O)c3ccccc3)cc2)cc1[N+](=O)[O-] | 0 | 0
10 | COc1ccc(-n2nc(C(=O)NCc3ccccc3OC)c3ccccc3c2=O)cc1 | 5 | -6
11 | CC(C(=O)N1CCN(C)CC1)N1C(=O)c2ccccc2C1=O (stereo not drawn) | -7 | -2
12 | CC(C)(C)OC(=O)NCc1cc(F)ccc1/C=C/S(=O)(=O)NC1CCCC1 | 0 | -4
13 | Cc1cc(NC(=O)Cc2ccc(S(C)(=O)=O)cc2)on1 | -3 | -4
14 | O=C1C2C3c4ccccc4C(CO)(c4ccccc43)C2C(=O)N1c1ccc([N+](=O)[O-])cc1 (stereo not drawn) | 30 | 3
15 | COc1ccc2nc(N3CCC(C(=O)NC(C)C)CC3)sc2c1 | 4 | -8
16 | COc1cc(-c2noc(C)n2)ccc1OCc1ccccc1 | -18 | -4
17 | CCOc1ccc(C2CC(c3ccc(Cl)cc3)Nc3nc(N)nn32)cc1 (stereo not drawn) | 9 | -7
18 | O=[N+]([O-])c1cc(C=Nc2ccc3nc(-c4cccnc4)oc3c2)ccc1Cl | -5 | -3
19 | CCCNC(=O)C1CCN(c2nnc3ccc(Cl)cn23)CC1 | -8 | 2
20 | COc1ccc2cc(C3Nc4ccccc4C(=O)N3c3ccccc3)c(Cl)nc2c1 (stereo not drawn) | 6 | -11
21 | O=C1CCCC2=C1C(c1cccc(Cl)c1)n1c(nc3ccccc31)N2 (stereo not drawn) | -2 | 3
22 | Cc1cc(NC(=O)c2c[nH]c3c(c(C)nn3C)c2=O)n(C)n1 | 3 | -7
23 | O=C(Nc1cccc(Cl)c1)N1CCc2nc(-c3ccccc3)ncc2C1 | 1 | -2
24 | O=C(NCCCn1ccnc1)c1ccc(C(=O)NCCCn2ccnc2)cc1 | 0 | 0
25 | CS(=O)(=O)c1nc(-c2ccc(Br)cc2)cc(-c2ccccc2)c1C#N | -5 | 1
26 | CC(=O)Nc1cc(-c2nc3ccccc3s2)ccc1Cl | -2 | 1
27 | O=C1Nc2ccccc2C1=Nc1ccc(Cl)cc1C(=O)c1ccccc1 | 26 | 0
28 | Cc1ccc(CNC(=O)C2CCCN(S(=O)(=O)c3ccc(Br)s3)C2)o1 (stereo not drawn) | 5 | -9
29 | Cn1cccc1C(=O)NN=C(N)CN1CCCCC1 | x | -1
30 | CC(C)(C)c1cc(-c2nc3ccccc3[nH]2)n[nH]1 | -1 | -3
31 | Clc1ccc(N2COc3cc4c(cc3C2)OCO4)cc1 | 12 | -8
32 | Cc1ccc(C2CC(c3ccccc3F)n3nnnc3N2)cc1C (stereo not drawn) | -2 | 4
33 | Cc1c(C(=O)Nc2ccc(Cl)c(Cl)c2)sc2ncn(Cc3cccc(F)c3)c(=O)c12 | -6 | -4
34 | COc1cc2c(cc1NC(=O)c1c(OC)cccc1OC)oc1ccccc12 | 14 | 0
35 | Cc1ccnc(Nc2nc(-c3cccs3)cs2)c1 | 25 | -5
36 | Cn1[nH]c(=O)cc1C(F)(F)F | x | -31
37 | CC1=NN(c2ccc(Cl)c(Cl)c2)C(=O)/C1=C/c1ccc(N2CCOCC2)cc1 | 17 | -10
38 | O=C(OCc1ccccc1)[C@@H]1COC(c2ccc(Br)cc2)=N1 | -45 | -5
39 | Cc1ccc(S(=O)(=O)Nc2ccc3oc4ccccc4c3c2)cc1[N+](=O)[O-] | 97* | -2
40 | Cc1cc(C)nc(Nc2nc(CC(=O)Nc3cccc(NS(C)(=O)=O)c3)cs2)n1 | 26 | -4
41 | COCCN1C(=O)c2ccccc2C(C(=O)N2CCCCC2)C1c1ccc(F)cc1 (stereo not drawn) | 5 | 0
42 | COc1ccc(C2C(=C(O)c3ccc(OC)c(C)c3)C(=O)C(=O)N2Cc2cccnc2)c(OC)c1 (stereo not drawn) | 24 | -7
43 | COc1cc(C=O)ccc1OCCOc1c(Cl)cccc1Cl | -5 | -8
44 | CCCN(c1nc(C)c(Cl)c(OC)n1)S(=O)(=O)c1ccc(C)cc1 | -6 | -3
45 | CCOc1ccc(NC(=O)N2CCn3cccc3C2C(C)C)cc1 (stereo not drawn) | 1 | 0
46 | Cc1ccc(NC(=O)Cn2c3ccccc3c(=O)c3cc([N+](=O)[O-])ccc32)cc1F | 14 | 5
47 | COc1ccc(-c2nn(C)c(=O)c3ccccc23)cc1NS(=O)(=O)c1ccc(Cl)cc1 | 2 | 1
48 | O=C(NCC1CC1)c1ccc2nc(-c3ccccc3)cn2c1 | 4 | 0
49 | CCN1CCN(C(C)CCc2ccccc2)CC1 (stereo not drawn) | 0 | -5
50 | C=CCOc1ccc(/C=c2\sc3nc(=O)c(C)nn3c2=O)cc1 | 4 | 1

More records
cpd | Structure | mHTT CaM bind | Pf apPOL inh
51 | CCOc1ccc(C2CC(=O)NC(SCC#N)=C2C#N)cc1OC (stereo not drawn) | 0 | 4
52 | Fc1cccc2c1NC(c1ccc(Cl)cc1)C1CC=CC21 (stereo not drawn) | 59* | 2
53 | Cn1ncc(S(=O)(=O)Cc2ccccc2)c(Cl)c1=O | x | -2
54 | O=C(Cc1ccccc1)Nc1nnc(SCc2ccccc2Cl)s1 | -5 | -2
55 | N#CCSc1ccc(F)cc1 | x | -1
56 | Cc1noc(C)c1S(=O)(=O)N1CCN(C2c3ccccc3-c3ccccc32)CC1 | x | -1
57 | Cc1cccn2c(=O)c3cc(C(=O)NC4CCCC4)c(=N)n(CC4CCCO4)c3nc12 (stereo not drawn) | 5 | -4
58 | O=[N+]([O-])c1ccc2c(c1)C1C=CCC1C(c1ccc(F)cc1)N2 (stereo not drawn) | 14&28 | -3
59 | COc1ccc(C2/C=C\CN(C(=O)c3ccc(C)cc3)CC(=O)N2Cc2ccc(F)cc2)cc1 (stereo not drawn) | 75* | -3
60 | O=C(c1ccc2c(c1)nc1n2CCCCC1)N1CCN(c2ccccc2F)CC1 | 8 | 4

Quoted from the listing.
Reading for cpd 58 under mHTT CaM bind: 14&28
Reading for cpd 56 under Pf apPOL inh: -1
Reading for cpd 53 under Pf apPOL inh: -2
Reading for cpd 54 under Pf apPOL inh: -2
Reading for cpd 55 under Pf apPOL inh: -1
Reading for cpd 60 under mHTT CaM bind: 8
Reading for cpd 51 under Pf apPOL inh: 4

Values in list order from the entries so far.
mHTT CaM bind for entries 56–60: x, 5, 14&28, 75*, 8

(cont.)
cpd | Structure | mHTT CaM bind | Pf apPOL inh
61 | O=C(Nc1c[nH]c(=O)[nH]c1=O)c1ccc([N+](=O)[O-])cc1 | -2 | -8
62 | COc1ccc(-c2nccc(C3CCCN(C(=O)c4ccccc4)C3)n2)cc1 (stereo not drawn) | 2 | -4
63 | CN1c2cc(Cl)ccc2C(=O)NC12CCN(C(=O)Nc1ccc3c(c1)OCO3)CC2 | 24 | -9
64 | CC(=O)c1cccc(NC2OC(=O)c3ccccc32)c1 (stereo not drawn) | 2 | -7
65 | O=C(NCC1CCCO1)C(=O)Nc1cccc(N2CCCC2=O)c1 (stereo not drawn) | -5 | -2
66 | COc1cc(/C=C2\NC(=O)NC2=O)cc(Br)c1O | 13 | -4
67 | COc1ccc(CCNC(=O)c2ccc(I)cc2)cc1 | -4 | -8
68 | Cc1cccc(C)c1NC(=O)N1CCN(c2nc3ccncc3n(CC(C)C)c2=O)CC1 | 8 | -8
69 | O=C(NC1CCN(c2nnc3ccc(C(F)(F)F)cn23)CC1)c1ccncc1 | 5 | -4
70 | CCCn1ncc(N2CCC(C(=O)Nc3cc(C)ccc3OC)CC2)cc1=O | 77* | -2

Compound profiles, as listed above:
CC(=O)c1cccc(NC2OC(=O)c3ccccc32)c1 (stereo not drawn) in the list: mHTT CaM bind: 2; Pf apPOL inh: -7
COc1ccc(-c2nccc(C3CCCN(C(=O)c4ccccc4)C3)n2)cc1 (stereo not drawn) in the list: mHTT CaM bind: 2; Pf apPOL inh: -4
O=C(Nc1c[nH]c(=O)[nH]c1=O)c1ccc([N+](=O)[O-])cc1 in the list: mHTT CaM bind: -2; Pf apPOL inh: -8

Ordered by molar mass (lowest first): three of the compounds above.
cpd | Structure | mHTT CaM bind | Pf apPOL inh
65 | O=C(NCC1CCCO1)C(=O)Nc1cccc(N2CCCC2=O)c1 (stereo not drawn) | -5 | -2
62 | COc1ccc(-c2nccc(C3CCCN(C(=O)c4ccccc4)C3)n2)cc1 (stereo not drawn) | 2 | -4
68 | Cc1cccc(C)c1NC(=O)N1CCN(c2nc3ccncc3n(CC(C)C)c2=O)CC1 | 8 | -8

(more compounds)
cpd | Structure | mHTT CaM bind | Pf apPOL inh
71 | O=C(Nc1cc2cccc([N+](=O)[O-])c2oc1=O)c1ccc(F)cc1 | 0 | 2
72 | COc1cc(C=C2C(=O)NC(=O)NC2=O)cc(Br)c1OCc1ccccc1Cl | 5 | -6
73 | CC(C)(C)C(=O)Nc1nnc(C2CC(=O)N(c3ccccc3)C2)o1 (stereo not drawn) | 4 | -1
74 | O=C(Nc1ccc(N2CCOCC2)c(Cl)c1)c1sc2ccccc2c1Cl | 1 | -2
75 | CC(=O)Nc1ccc2c(c1)CCC(=O)N2CC(C)C | -4 | -1
76 | O=C(NCc1nnc2n1CCCC2)c1ccc2ccccc2n1 | -8 | -16
77 | COc1ccccc1C1CCN(C(=O)CSc2nnc(NC(=O)c3ccccc3)s2)CC1 | x | -5&-2
78 | O=C(CN(Cc1ccccc1)S(=O)(=O)c1ccc(F)cc1)Nc1ccc2c(c1)OCCO2 | 9 | -2
79 | O=c1[nH]c(C2CC2)nc2c1CSCC2 | x | -4
80 | O=C(Nc1ccc(N2CCOCC2)cc1)c1ccc([N+](=O)[O-])cc1Cl | 8&11 | 0&-2
81 | O=[N+]([O-])c1cc(C(F)(F)F)ccc1NCCN=Cc1cc(Cl)ccc1O | 9 | -5
82 | N#Cc1ccc(NC(=O)c2cc3cc(Br)cc(Br)c3oc2=N)cc1 | 11 | 5
83 | COc1ccccc1C=C1Oc2cc(OCC(=O)OC(C)C)ccc2C1=O | -16 | -4
84 | CCOC(=O)CC[C@@H]1CC[C@]2(CCCN(Cc3cccc4ccccc34)C2)O1 | -7 | -4
85 | CCOC(=O)C1C(=O)C=C(c2cccs2)CC1c1cccc([N+](=O)[O-])c1 (stereo not drawn) | 28 | -9
86 | CC(=O)c1cccc(NC(=O)C2CCN(c3nccc(C)n3)CC2)c1 | -6 | -4
87 | COC(=O)C(C)Oc1ccc2c(c1C)OC(=Cc1cc(OC)c(OC)c(OC)c1)C2=O (stereo not drawn) | -9 | -9
88 | CCn1c(=O)ccc2cc(OC)ccc21 | -1 | -7
89 | COCCNc1ccc(-c2nc(-c3ccc(C)cc3)no2)cn1 | -10 | -1
90 | CC1(C)CC(NC(=O)COc2ccccc2)CC(C)(C)N1 | -5 | -1
91 | COC(=O)c1ccc2nc(NC(=O)c3cc4cccc(OC)c4o3)sc2c1 | -16 | 1
92 | Cc1cc(C)cc(N2C=NS(=O)(=O)c3cccnc32)c1 | -8 | -2
93 | COc1cccc(CCC(=O)Nc2n[nH]c(C)c2-c2ccccc2)c1 | -3 | 0
94 | CCN1CCN(c2ccc(C(=O)Nc3ccc(Cl)cc3)cc2[N+](=O)[O-])CC1 | 26 | 4
95 | CCc1ccccc1NC(=O)c1cc(S(=O)(=O)N(C)C2CCCCC2)ccc1F | -9 | -4
96 | Cc1ccc([N+](=O)[O-])c2c3c([nH]c12)C(=O)CCC3 | 12 | 83*
97 | O=C(Nc1ccc(Br)cc1)c1ccc(S(=O)(=O)N2CCCC2)cc1 | 3&-6 | -31&-3
98 | O=C(c1ccoc1)N1CCC(CCOc2ccc(F)cc2)CC1 | 12 | -4

Compound activity as filed in PubChem BioAssay.
